# yeast mec2-1: NCI yeast anticancer drug screen, S. cerevisiae mec2-1 strain. % growth inhibition at 50 µM. hit rate 9% among 79,000;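 further: 0% = growth of vehicle-only cultures of the same strain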
#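 mec2-1 yeast strain, carrying an alteration in DNA damage repair or cell cycle control, was exposed to compounds; growth inhibition was measured relative to vehicle-treated controls.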
# yeast bub3: NCI yeast anticancer drug screen, S. cerevisiae bub3 mutant strain. growth inhibition, % at 50 µM. hit rate 9.9% among 78,000;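 further: 0% = growth of vehicle-only cultures of the same strain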
#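 Growth of a checkpoint-deficient yeast mutant is measured after compound exposure. Values represent inhibition relative to vehicle.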
# cln2 rad14: NCI yeast anticancer drug screen, S. cerevisiae cln2 rad14 strain; hit rate 8.3% among 78,000; % growth inhibition at 50 µM;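 further: 0% = growth of vehicle-only cultures of the same strain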
#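 Growth inhibition, relative to vehicle-treated controls, is the read-out. The test organism is a yeast strain with defined genetic alterations, cln2 rad14.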
# rad50: NCI yeast anticancer drug screen, S. cerevisiae rad50 strain; % growth inhibition at 50 µM; hit rate 10% among 79,000; AID 155;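 further: 0% = growth of vehicle-only cultures of the same strain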
#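 Genetically altered yeast (DNA repair pathway); compound treatment; growth inhibition vs vehicle ctrl.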
# yeast sgs1 mgt1: NCI yeast anticancer drug screen, S. cerevisiae sgs1 mgt1 strain. % growth inhibition at 50 µM. hit rate 10% among 78,000;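 further: 0% = growth of vehicle-only cultures of the same strain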
#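 Percent growth inhibition was derived by comparing compound-exposed mutant yeast with vehicle-exposed cultures. The strain carries alterations in DNA damage repair.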
# yeast mlh1 rad18: NCI yeast anticancer drug screen, S. cerevisiae mlh1 rad18 strain. hit rate 11% among 79,000. growth inhibition, % at 50 µM;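 further: 0% = growth of vehicle-only cultures of the same strain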
#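 Steps: expose repair-defective yeast to compound; measure growth; express inhibition against vehicle-treated controls.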
# The depositor's hits bear a star. No stated cut-off is given here; in the data, active means growth inhibition above about 70%; inactive means the rest.
canonical_smiles	yeast mec2-1	yeast bub3	cln2 rad14	rad50	yeast sgs1 mgt1	yeast mlh1 rad18
Cc1c(Cl)cc(C(C)(C)C)c(O)c1Cc1c(C)c(Cl)cc(C(C)(C)C)c1O	-8	0	12	19	-47	2
CC1C2=C(C(=O)N1Cc1ccccc1)C(C1OC(COC(=O)c3ccccc3)C(OC(=O)c3ccccc3)C1OC(=O)c1ccccc1)C(=O)N(C)C2=O (configuration not stated)	-5	-9	-28	-6	0	35
O=S(=O)(NOCCCCONS(=O)(=O)c1ccccc1)c1ccccc1	18	26	92*	28	11	-6
COC(=O)[C@H]1O[C@H]1c1ccccn1	-6	-1	-12	6	5	-3
NCCn1cnc2nc(NC(=O)c3ccccc3)[nH]c(=O)c21	-2	3	8	11	1	16
O=C(c1ccccc1)C(Br)CCCC(Br)C(=O)c1ccccc1 (configuration not stated)	96*	97*	67	97*	96*	96*
O/N=C\C(=Nc1ccc(Cc2ccc(N=C(/C=N\O)NO)cc2)cc1)NO	-42	-33	-8	-28	-27	-42
N#C/C(=N\Nc1ccc(F)cc1)C(=O)C1CC1	9	4	11	9	6	12
Cc1ccc(S(=O)(=O)/N=[N+](\[O-])c2ccc(N(C)C)cc2)cc1	-3	-8	-36	-32	-8	-3
O=C1C=C(Nc2ccc(Cl)cc2Cl)c2ccccc2C1=O	18	28	29	30	17	37
CCOC(=O)c1csc(=S)[nH]1	80*	47	-12	77*	74*	36
CCCCN=Cc1ccc(Cl)cc1	-24	-20	6	-3	-32	-6
O=Nc1c(NO)ccc2nn(-c3ccccc3)nc12	88*	90*	89*	38	87*	91*
NC(=S)n1nc(-c2ccccc2)c(N=Nc2ccccc2Cl)c1-c1ccccc1	55	94*	74*	95*	73*	91*
O=C(O)[C@H]1C[C@H](O)CCN1	-9	-4	1	-30	-34	-11
COc1cccc(/C=C2/Sc3scc(-c4ccccc4)[n+]3C2=O)c1O	56	93*	62	80*	82*	94*
COc1ccc(CC(=O)c2ccc3c(c2O)C=CC(C)(C)O3)cc1OC	9	9	-8	15	28	21
Cc1cc2nc(CC(=O)c3ccc4ccccc4c3)c(=O)[nH]c2cc1C	81*	89*	81*	95*	88*	97*
CCO/C=C(\C(=O)OC)S(=O)(=O)c1ccc(C)cc1	3	-9	2	-18	2	-20
COC(=O)c1nnn(-c2ccc(C)c(C)c2)c1C(=O)c1ccccc1	-2	-8	16	-3	-15	29
O=C1c2ccccc2-c2nc(-c3cccs3)cc3c2c1nc1ccccc13	21	25	22	41	29	36
O=C(NCCOC(=O)OCCNC(=O)NC1CCCCC1)NC1CCCCC1	-30	4	4	-13	1	-14
CSC1=[N+](C)CCS1	-15	13	12	0	-23	0
Cc1cc(=O)n(-c2cncc(Br)c2)[nH]1	2	12	-18	2	2	8
Cc1cc(C)cc(NC(=O)CCC(=O)C2CCC/C2=N\NC(=O)C(=O)NN)c1 (configuration not stated)	-3	5	2	4	-21	-7
CCCCCCCC(=O)OCC1OC(n2cc(F)c(=O)[nH]c2=O)C(NC(=O)OCc2ccccc2)C(O)C1O (configuration not stated)	-14	-12	-7	-15	-67	-18
CCCCC/C(C)=C\C(=O)O	9	-2	-14	9	7	5
O=C1CC(C/C=C/c2ccccc2)C(=O)O1 (configuration not stated)	-17	-3	0	-13	-1	-4
CC(=O)[O-].CC(=O)[O-].CC(=O)[O-].CC(=O)[O-].Cn1c(=O)c2[nH]cnc2n(C)c1=O.Cn1c(=O)c2[nH]cnc2n(C)c1=O.[Rh+2].[Rh+2]	28	-29	-5	43	-40	23
CCOC(=O)Nc1cc2c(cn1)[nH]c1ccccc12	-12	3	0	-1	8	5
Cc1cc(Cl)c(O)c(C(=O)C(=O)C(O)c2ccc3c(c2)OCO3)c1 (configuration not stated)	90*	88*	88*	88*	82*	84*
Cc1cc(Cl)ccc1OCC(=O)NCCO	20	3	10	33	14	12
O=C(CCN1CCCC1)c1ccc(Oc2ccc(F)cc2)cc1	12	49	55	70	47	63
Cc1ccc(N=Cc2ccc(C(N)=S)cc2)cc1	21	19	-17	7	1	24
CCN(CC)CCOC(=O)c1ccc(NC(=O)OCCOCCOC(=O)Nc2ccc(C(=O)OCCN(CC)CC)cc2)cc1	-4	-3	-1	-2	9	15
CCCCCCCCC1N(C)CCCN1C	100*	99*	98*	100*	49	100*
CC(C)CC(NC(=O)OC(C)(C)C)C(=O)NC(CC(=O)OCc1ccccc1)C(=O)OCc1ccccc1 (configuration not stated)	-7	16	2	26	16	34
CCCCCCCCCCCCSC1=NS(=O)(=O)c2ccccc21	2	-14	-17	10	1	6
Cn1nc2ccc3nccc(N(CCO)CCO)c3c2n1	-42	-31	-7	-41	-61	-49
CC(NC(=O)c1ccccc1)C1CCCCC1 (configuration not stated)	-2	-13	-50	-5	-1	1
Cc1c(C#N)c(=O)[nH]c(=O)n1CCN1CCN(C(=O)NCCCCCCNC(=O)N2CCN(CCn3c(C)c(C#N)c(=O)[nH]c3=O)CC2)CC1	28	2	32	2	-13	23
CN(/N=C\c1cccc([N+](=O)[O-])c1)C(c1cccc([N+](=O)[O-])c1)N(C)/N=C/c1cccc([N+](=O)[O-])c1 (configuration not stated)	48	16	9	43	68	41
CS(=O)(=O)Oc1ccccc1C(=O)O	-10	-1	3	3	-8	-28
N#C/C(=C\C=C\c1ccccc1)C(N)=O	-28	-51	-7	-58	-27	-50
OCC1(O)OCC(O)C(O)C1O (configuration not stated)	80*	72*	59	75*	73*	79*
CCCCC(C(=O)O)C(=O)O	-13	-2	1	-15	-22	-18
O=COCCCOCCCOc1ccccc1	-12	-6	-37	14	-9	28
COC(=O)CCNc1ccccc1-c1ccccc1	-28	-18	21	-14	6	-11
COc1cc([C@@H]2c3cc4c(cc3[C@@H](NC(=O)NO)[C@H]3COC(=O)[C@H]23)OCO4)cc(OC)c1O	-12	-6	1	71*	-4	13
COc1ccc(CC2c3cc(OC)c(OC)cc3CC[N+]2(C)C)cc1OC (configuration not stated)	-21	-2	11	-13	2	-46
COc1cc(N=Nc2ccccc2C(=O)O)cc(/C=N/NC(=O)c2cccnc2)c1O	22	32	21	17	40	18
CC(C)N1C(=O)NC(=O)C12CCN(Cc1ccccc1)CC2	-2	12	-2	-2	-6	-14
COc1cc2c(cc1OC(C)=O)C(=O)C(Br)(Br)CCC2	99*	99*	94*	62	65	99*
CC(=O)CC(=O)N(c1ccccn1)c1ccccn1	1	30	20	30	14	23
O=C(O)C1CCCCCC1	1	9	-3	7	2	2
CCCN(CCC)S(=O)(=O)c1ccc(NC(=O)OC(c2ccccc2)(c2ccccc2)c2ccccc2)cc1	-4	-4	8	24	5	1
COC(=O)c1nn(Cc2ccccc2)cc1C=O	9	31	33	45	42	31
O=c1[nH]c2ccc([N+](=O)[O-])cc2nc1/C(=N/Nc1ccccc1)C(O)c1ccco1 (configuration not stated)	-9	-11	6	-5	-13	13
CC(=O)OCC1OC(c2cccc3c2c2ccccc2n3S(=O)(=O)c2ccccc2)C(O)C1O (configuration not stated)	-1	8	1	17	7	38
CCCCCCCCCCCCNC	30	63	31	38	62	45

# Next part:
canonical_smiles	yeast mec2-1	yeast bub3	cln2 rad14	rad50	yeast sgs1 mgt1	yeast mlh1 rad18
O=C(c1ccccc1)C1C(/C=C/c2ccccc2)C(C(=O)c2ccccc2)C1/C=C/c1ccccc1 (configuration not stated)	-7	-4	0	41	12	3
Cc1cc(Cl)ccc1NC(=O)NC(C)(C)COC(=O)Nc1cccc(Cl)c1	-7	16	9	26	23	28
CCOC(=O)c1cn2c(ccc3sc4ccccc4c(=O)c32)n1	5	20	14	11	10	29
COc1ccc(CC2CC(Cc3ccc(OC)c(OC)c3)C(=O)O2)cc1OC (configuration not stated)	16	4	-33	-34	-23	3
COc1c([N+](=O)[O-])ccc(C(OC(C)=O)OC(C)=O)c1OC(C)=O	23	32	2	34	56	29
CCCCCOc1ccc(/C=C\C(=O)O)cc1	3	-18	-7	11	-11	-6
COc1ccccc1NC(=O)O/N=C(/Cl)C(C)C	52	81*	32	-5	38	41
S=C(NNC(=S)Nc1ccccc1Cl)NNc1ccccc1	83*	83*	68	81*	93*	89*
CCCCC(/C=C(/C)C(=O)O)CC (configuration not stated)	2	3	-2	7	4	1
O=C(NCCCCCCCN1CCCCCC1)C1c2ccccc2-c2ccccc21	20	57	16	39	40	43
CN1CCC(CCC(=O)OC(C)(C)C)(CN2c3ccccc3Sc3ccccc32)C1 (configuration not stated)	100*	96*	97*	99*	100*	100*
COC(=O)C1=C(NC(=O)Nc2ccc([N+](=O)[O-])cc2)OC(C)(C)C1c1ccc(Cl)cc1 (configuration not stated)	9	1	-6	24	6	30
N[C@@]1(C(F)(F)F)N[C@](N)(C(F)(F)F)C(F)(F)C(F)(F)C1(F)F	27	29	36	25	36	16
CS(=O)(=O)N\N=C1/C=C\C(=N/NS(C)(=O)=O)CCc2ccc(cc2)CC1	89*	90*	40	86*	93*	94*
CCOC(=O)Cn1nnnc1N	24	-14	-22	-3	-5	31
O=C(NCCCCCCCCCNC(=O)C12CC3CC(CC(C3)C1)C2)C12CC3CC(CC(C3)C1)C2	9	-2	30	23	22	28
CCN1C(=O)/C(=C\c2ccccc2)N=C1C	-7	-13	-58	2	6	-42
Nc1cc2c(c[n+](CCCBr)c3ccccc23)c2ccccc12	65	47	33	67	68	71*
Clc1ccc(C(CCOc2ccccc2Br)Cn2ccnc2)c(Cl)c1 (configuration not stated)	100*	100*	97*	100*	100*	95*
CCCCC(=O)CCCC	-14	-5	-3	4	-5	4
COc1ccccc1-n1c(O)c(N=Nc2ccc(Cl)cc2)c(=O)n(-c2ccc(I)cc2)c1=S	10	1	-9	45	36	27
O=S(=O)(Nc1ccc(Cl)cc1)c1ccccc1	46	54	21	77*	48	45
CCCCOC(=O)c1ccccc1OC	7	12	17	-16	-2	-7
CSc1ccc2c(c1)C(N1CCN(C)CC1)Cc1ccccc1S2 (configuration not stated)	79*	82*	76*	88*	84*	93*
O=C(O)c1ccccc1NC(c1ccccc1)c1ccc2cccnc2c1O (configuration not stated)	93*	94*	93*	97*	97*	94*
O=[N+]([O-])/C=C/c1cn(CCCCCCCCn2cc(/C=C/[N+](=O)[O-])c3ccccc32)c2ccccc12	-10	4	-21	8	-1	15
O=C(O)CC(C(=O)O)c1ccccc1[N+](=O)[O-] (configuration not stated)	-4	-1	-32	-27	-24	-8
COC(=O)Cc1c(NC(C)=O)sc2ccccc12	-3	52	-36	-29	-14	-18
O=C(/C=C/c1ccccn1)c1ccc(Cl)cc1	11	22	17	22	24	13
N#CC(=C1C=CC(=NO)C=C1)c1ccc(Cl)cc1	2	21	-124	0	8	2
BrCCC1CCCCC1	-11	3	8	9	-5	8
Cc1c2oc3c(C)ccc(C(=O)NCc4cccnc4)c3nc-2c(C(=O)NCc2cccnc2)c(N)c1=O	-1	3	8	43	-7	13
NC(CO)(CO)CO	18	5	2	12	-10	0
Nc1nc(-c2cc(Br)ccc2N=NN2CCOCC2)nc2ccc(Br)cc12	99*	99*	99*	99*	99*	99*
Cc1nc2ccccc2nc1CCO	0	-25	-24	-13	-4	-9
Cn1c(O)c(C=Nc2ccccc2Cl)c(=O)n(C)c1=O	-5	1	-39	-11	-10	-28
Cc1ccccc1SSCCN	6	-6	-16	14	16	13
CCCCNC(=O)OCc1cnc(C)n1Cc1ccccc1	0	4	5	3	6	10
